4MU fluor: 4-MU region autofluorescence | hit rate 11% among 59,000 | compound autofluorescence, 340/450 nm, 4-MU equivalents; stronger effect = higher value | AID 589 | max dye-equivalent concentration, M; in the data active = max dye-equivalent concentration above about 10 nM; inconclusive = mostly about 1.1 nM to 9.6 nM
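Intrinsic fluorescence at 340/450 nm (ex/em) was read after 15 min at room temperature in pH 8.0, 100 mM Tris. Each compound concentration expressed as 4-MU-equivalent concentration from a six-point 4-MU standard series on each plate.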
GFP derepression: derepresses silenced GFP locus in mouse C127i cells; mouse C127i GFP locus derepression, cytometry, 30 h; Potency, µM (doses to about 46.1 µM), inactives show at the top dose GFP derepression (activation); hit rate 0.09% among 68,000; note: % of control where 0% means no effect
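Derepression screen: silenced CMV-GFP reporter in murine C127i cells, 30 h compound incubation at 37 C, washed cells imaged by laser-scanning cytometer to enumerate GFP-expressing objects of 20 to 120 um.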
BRCT PPI red: disrupts BRCA1 BRCT binding to phosphoprotein, red fluorophore readout; hit rate 0.03% among 75,000; Potency, µM (top dose mostly 76.9 µM), inactives show at the highest dose activity change, negative = inhibition, usual class: inhibitors; P38398; BRCT-phosphopeptide binding, red fluorescence polarization; note: % is set by controls: 0 for no effect and ±100 for the full control effect
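Rhodamine-labelled pBACH1 10-mer (100 nM) bound to BRCT domain (100 nM) at pH 7.3; compounds incubated 12 min room temperature, polarization read. Free peptide defines full inhibition; unlabelled decapeptide titrated as control.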
Ub-GFP proteasome: ubiquitin-GFP accumulation via proteasome inhibition | 67,000 tested, under 10 active | Potency, µM (titrated, usually from 45.9 µM), for the others: at the highest dose activation (GFP accumulation), most hits filed as activators | Ubiquitin-GFP reporter cells, proteasome inhibition, GFP fluorescence; response scale: untreated = 0%, 10 µM MG-132 = 100%; active = well fitted activation curve with a large enough effect, not every such curve was filed as active; inconclusive = small, poorly fitted or top-dose-only effect, or another doubt; inactive = no such curve, though single readings can be large or run the other way; note: potency is the fitted concentration of half-maximal effect
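Proteasome block read as GFP accumulation: ubiquitin(G76V)-GFP U2OS cells exposed to compound (2.9 nM–46 uM) for 4 hr at 37 C. Normalization used untreated cells as 0% and 10 uM MG-132 as 100%; concentration-response curves fitted.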
BRCT inh green: inhibitors of human BRCA1 BRCT-phosphoprotein interaction (green fluorophore). Potency, µM (titrated, usually from 76.9 µM), for the others: top-dose activity change, negative = inhibition, actives largely listed as inhibitors. AID 875. P38398. BRCA1 BRCT-phosphopeptide binding, green fluorescence polarization. hit rate 0.05% among 75,000;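 note: potency is the fitted concentration of half-maximal effect; plate controls were peptide without protein for full effect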
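Fluorescence polarization: His-tagged BRCT (~35 kDa BRCA1 C-terminus, 250 nM) bound to 100 nM fluorescein-labeled phosphorylated 10-aa BACH1 peptide, pH 7.3 phosphate buffer with DTT and Tween 20. Compounds incubated 12 min at room temperature; inhibition read as lowered polarization.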
A350 fluor: compound fluoresces in the Alexa 350 spectral region; Compound autofluorescence, 340/450 nm, Alexa 350 dye-equivalents; stronger effect = higher value; max dye-equivalent concentration, M; hit rate 11% among 59,000; in the data active = max dye-equivalent concentration above about 10 nM; inconclusive = mostly about 1.1 nM to 9.6 nM
HEK293 cAMP ctrl: counter-screen for TSHR agonists: cAMP increase in parental HEK293; parental HEK293 CNG cAMP sensor, membrane potential fluorescence; Potency, µM (titrated, usually from 57.1 µM), for the others: top-dose activation, most hits filed as activators; hit rate 2.5% among 73,000; AID 938; note: potency is the fitted concentration of half-maximal effect; % of control where 0% means no effect; nearly all actives have a fitted effect of over 55% in size
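Parental HEK 293 cells stably expressing a modified CNG channel (no TSHR) report cAMP rise as membrane depolarization. Membrane potential dye with 100 uM RO 20-1724 was loaded for 60 min at room temperature, then compound added for 30 min; fluorescence read at 590 nm.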
Caspase-7 inhib: blocks human caspase-7 allosterically or competitively | P55210 | recombinant caspase-7, Ac-DEVD-AFC fluorescence rate | Potency, µM (highest dose often 57.5 µM), without a hit: top-dose activity change, negative = inhibition, usual class: inhibitors | hit rate 0.02% among 75,000 | AID 889; active = well fitted inhibition curve with a large enough effect in the main read-out, with a control signal flat, not every such curve was filed as active; inconclusive = small, poorly fitted or top-dose-only effect, or a change in a side signal; note: potency is the fitted concentration of half-maximal effect; % of control where 0% means no effect
Target sequence (P55210 24-198 limits assumed): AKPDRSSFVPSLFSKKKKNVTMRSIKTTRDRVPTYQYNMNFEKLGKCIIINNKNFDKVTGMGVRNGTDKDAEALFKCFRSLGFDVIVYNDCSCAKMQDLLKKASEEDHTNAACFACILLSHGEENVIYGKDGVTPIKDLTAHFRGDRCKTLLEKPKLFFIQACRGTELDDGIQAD
Target sequence (P55210 207-303 limits assumed): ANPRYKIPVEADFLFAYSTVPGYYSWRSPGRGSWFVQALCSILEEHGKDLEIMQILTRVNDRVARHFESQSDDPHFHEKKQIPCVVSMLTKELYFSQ
Fluorescein fluor: compound autofluorescence in fluorescein spectral region; Compound autofluorescence, 480/540 nm, fluorescein-equivalent; stronger effect = higher value; max fluorescein-equivalent concentration, M; hit rate 0.91% among 59,000; in the data active = max fluorescein-equivalent concentration above about 10 nM; inconclusive = between about 1.1 nM and that limit
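Library compounds, added at multiple concentrations to pH 8.0 Tris buffer (100 mM), incubate 15 min at room temperature before CCD imaging at 480 nm excitation and 540 nm emission.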
Caspase-1 inhib: allosteric or competitive inhibitors of human caspase-1; hit rate 0.03% among 75,000; P29466; Potency, µM (doses to about 57.5 µM), for inactives: at the top dose activity change, negative = inhibition, most hits filed as inhibitors; Caspase-1 enzyme, Ac-WEHD-AFC fluorogenic rate; AID 900;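 note: potency is the fitted concentration of half-maximal effect; plate controls were vehicle for no effect and no substrate for full effect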
Target sequence (P29466 120-297 limits assumed): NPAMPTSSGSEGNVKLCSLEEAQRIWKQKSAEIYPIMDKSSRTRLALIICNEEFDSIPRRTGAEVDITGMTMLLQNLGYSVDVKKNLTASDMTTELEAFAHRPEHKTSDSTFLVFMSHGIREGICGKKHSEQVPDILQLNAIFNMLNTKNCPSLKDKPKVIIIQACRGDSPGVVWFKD
Target sequence (P29466 317-404 limits assumed): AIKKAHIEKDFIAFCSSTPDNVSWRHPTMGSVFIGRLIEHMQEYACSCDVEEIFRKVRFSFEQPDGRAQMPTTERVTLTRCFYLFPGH
USP2a inhib: USP2a (human) protease inhibition; O75604; USP2a enzymatic assay, qHTS inhibition; Potency, µM (titrated, usually from 38.3 µM), inactives show at the top dose activity change, negative = inhibition, most hits filed as inhibitors; hit rate 0.1% among 60,000;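 note: potency is the fitted concentration of half-maximal effect; nearly all actives have a fitted effect of over 60% in size; plate controls were DMSO for no effect and NEM full inhibition control for full effect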
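Coupled readout: USP2-cleaved Ub-PLA2 (20nM final) turns over NBD C6-HPC (20uM final), Ex 460nm/Em 535nm after 2.5 h, time-zero read flagging artifacts. Enzyme (20nM final, pH 8.0 Tris) given 30 min RT with compound first; NEM defines full inhibition.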
* marks the source's active call; other numbers are inactive results; i = inactive; ? = inconclusive; / = no result given; & = joins results of further samples; [ ] = another dose, or the depositor's remark. Unless noted, calls come from the whole dose curve; as a rule, active = well fitted curve in the direction sought with a large enough effect; inconclusive = small, poorly fitted or top-dose-only effect, or another doubt; inactive = no such curve, though single readings can be large; an effect the other way counts as inactive or inconclusive.

No.	Molecule	4MU fluor	GFP derepression	BRCT PPI red	Ub-GFP proteasome	BRCT inh green	A350 fluor	HEK293 cAMP ctrl	Caspase-7 inhib	Fluorescein fluor	Caspase-1 inhib	USP2a inhib
1	O=C(Nc1ccccc1N1CCN(C(=O)c2ccccc2)CC1)c1ccc2c(c1)OCO2	i	-2%	-1.7%	-1%	-2.2%	i	7%	0%	?	-3%	45%[activator]
2	c1ccc2c(Cc3c[nH]c4ccccc34)c[nH]c2c1	/	/	0.1%	/	1.4%[3.08 µM]	/	/	-1%	/	1%	-24%
3	CCOc1ccc(C(=O)Nc2c3c(nn2C(C)(C)C)CSC3)cc1OCC	i	3%	0.3%	3%	-2.0%	i	-7%	-4%	i	-5%	40%[activator]
4	CC(=O)Oc1cccc(O)c1	/	/	0.2%	/	-0.8%[3.08 µM]	/	/	1%	/	1%	-12%
5	COc1ccc(NC(=O)c2oc3ccccc3c2NC(=O)c2ccco2)cc1	2.8e-08M*	0%	0.2%	15%	8.2%	2.1e-08M*	23%	-9%	i	-13%	8%
6	CCCn1c(N)c(Sc2ccc(Cl)cc2)c(=O)n(CCC)c1=O	i	-3%	2.1%	-3%	-1.9%	i	8%	3%	i	2%	5%
7	CS(=O)(=O)c1ccc(Cn2c3c(c4cc(F)cc(F)c42)CCC[C@H]3CC(=O)O)cc1	/	4%	-1.5%	4%	-7.2%	/	13%	1%	/	0%	/
8	Cc1ccccc1N1C(=O)c2cc(S(N)(=O)=O)c(Cl)cc2NC1C (stereo not drawn)	/	/	-2.5%&-3.6%	/	-6.7%	/	/	0%&0%	/	4%&0%	-5%&14%
9	Cc1ccc(N2C(=O)SC(N(CC(=O)O)c3cccc(C)c3)C2=O)cc1 (stereo not drawn)	i	2%	1.4%	-3%	-0.7%	i	5%	1%	i	0%	2%
10	Cc1cc(NS(=O)(=O)c2ccc(NC(=O)c3ccco3)cc2)no1	i	0%	-1.9%	2%	-0.4%	i	-19%	3%	i	-2%	-9%
11	Nn1c(SCC(=O)NCc2ccccc2)nnc1C1CC1	i	1%	-0.5%	-6%	-2.1%	i	-4%	-1%	i	0%	9%
12	C#CCCCO/N=C1/C[C@@H](O)[C@@H](O)[C@@H]2[C@@H]3C(=O)N(CCC(=O)OCC)C(=O)[C@H]3CC[C@H]12	/	/	1.4%[15.4 µM]	/	-0.2%[15.4 µM]	/	2%[11.4 µM]	0%[11.5 µM]	/	-2%[11.5 µM]	/
13	CCCCOc1cccc(C(=O)Nc2ccc(N3CCN(CC)CC3)cc2)c1	i	-5%	-1.7%	3%	-4.3%	i	-44%[inhibitor]	2%	i	2%	7%
14	O=C(CCCC(=O)N(CC(=O)NC1CCCC1)Cc1ccc(F)cc1)Nc1ccccn1	i	2%	1.7%	-2%	0.7%	i	12%	0%	i	4%	2%
15	CCOC(=O)c1sc(NC(=O)CSc2ncn(-c3ccccc3)n2)nc1C	i	0%	-1.6%	-5%	-0.8%	i	8%	-4%	?	-1%	34%[activator]
16	O=C(Cn1c(=O)n(Cc2ccco2)c(=O)c2cc(Cl)ccc21)NCC1CCCO1 (stereo not drawn)	i	0%	0.6%	-16%	-0.6%	i	12%	-1%	i	0%	-2%
17	COCCCNC(=O)CCn1c(=O)c2ccccc2n(CC(=O)Nc2c(C)cccc2C)c1=O	i	-2%	0.2%	10%	-1.9%	i	14%	1%	i	0%	-1%
18	CC1(C)[C@@H]2CC[C@@]1(CS(=O)(=O)Nc1ccccc1)C(=O)C2	i	2%[9.22 µM]	-1.8%[15.4 µM]	-10%[9.17 µM]	-1.8%[15.4 µM]	i	-7%[11.4 µM]	4%[11.5 µM]	i	-1%[11.5 µM]	/
19	CC1CC(C)CN(S(=O)(=O)c2ccc(C(=O)N3CCN(c4ccccc4)CC3)cc2)C1 (stereo not drawn)	i	0%	1.4%	-6%	-2.7%	i	28%	-6%	i	-8%	9%
20	O=S(=O)(NCCc1cn2ccccc2n1)c1ccc(F)c(C(F)(F)F)c1	/	/	-2.3%	4%	2.9%	/	5%	-3%	/	-3%	/
21	O=C(NCC1CCCO1)C1CC(=O)N(c2ccc(F)c(Cl)c2)C1 (stereo not drawn)	/	0%	0.5%	-6%	-2.4%	/	-5%	0%	/	0%	/
22	CCOc1ccccc1C(=O)Nc1ccc(S(=O)(=O)N2CCOCC2)cc1	1.6e-08M*	-1%	-0.6%	2%	-0.7%	1.9e-08M*	28%	-2%	?	-1%	14%
23	O=C(NCc1ccco1)c1ccc2c(=O)n(Cc3ccco3)c(SCC(=O)N3CCCC3)nc2c1	i	0%	-1.3%	-1%	11%	i	6%	-17%	i	-4%	49%[activator]
24	Cc1cc2n(n1)C(c1ccc3c(c1)OCO3)Nc1ccccc1-2 (stereo not drawn)	1.5e-08M*	-3%	-3.1%	-3%	-0.7%	2.2e-08M*	2%	-2%	?	-4%	5%
25	O=C(NCc1cccnc1)c1noc2c1CCCC2	i	0%	-0.1%	-11%	0.0%	i	2%	1%	i	-2%	2%
26	CN(c1ccc(Cl)cc1)c1cc(=O)n(C)c2ccccc12	i	2%	-2.6%	16%	1.1%	i	?	-1%	i	-5%	-4%
27	Cc1nc2cc(S(=O)(=O)C(F)(F)F)ccc2s1	i	3%	1.2%	-1%	0.4%	i	3%	-2%	?	0%	-3%
28	CCS(=O)(=O)N1CCN(C(=O)c2cc(OC)cc(OC)c2)CC1	i	-1%	-0.7%	1%	-0.5%	i	-5%	-1%	?	-2%	2%
29	O=c1cc(N2CCc3ccccc32)[nH]c(=O)n1Cc1ccc(F)cc1	?	1%	-2.0%	-4%	-2.9%	?	2%	-6%	?	-11%	35%[activator]
30	CC(=O)NC12CC3CC(C)(C1)CC(NC(C)=O)(C3)C2	/	-1%	-1.0%	0%[9.17 µM]	-1.2%	/	-2%[11.4 µM]	1%	/	-3%	1%[7.66 µM]

Additional results follow.
No.	Molecule	4MU fluor	GFP derepression	BRCT PPI red	Ub-GFP proteasome	BRCT inh green	A350 fluor	HEK293 cAMP ctrl	Caspase-7 inhib	Fluorescein fluor	Caspase-1 inhib	USP2a inhib
31	CC1CCN(C(=O)C2c3ccccc3C(=O)N3CCc4ccccc4C23)CC1 (stereo not drawn)	i	3%	-3.9%	1%	-1.6%	i	?	0%	i	1%	3%
32	CCOC(=O)c1c(C)n(C)c2cc(Br)c(C(=O)OC)cc12	/	/	-1.9%	/	-3.1%	/	-7%	0%	/	-4%	/
33	C[C@H]1CN(CCO)CCN1c1ccccc1	?	0%[9.22 µM]	1.5%[15.4 µM]	8%[9.17 µM]	-0.6%[15.4 µM]	?	0%[11.4 µM]	2%[11.5 µM]	i	1%[11.5 µM]	/
34	O=C(O)C(NS(=O)(=O)c1cccc2cccnc12)c1ccccc1 (stereo not drawn)	/	/	0.2%	11%	-1.2%	/	2%	3%	/	-2%	/
35	O=C(C1CCCN(Cc2ccncc2)C1)N1CCc2ccccc2C1 (stereo not drawn)	i	4%	-0.5%	0%	0.8%	?	5%	3%	i	0%	-2%
36	CCOC(=O)c1cc(-c2ccco2)nc2c1c(C)nn2-c1ccccc1	2.1e-08M*	5%	-0.8%	0%	-0.8%	2.4e-08M*	17%	-13%	?	-9%	51%[activator]
37	NC(=O)c1cn(-c2ccccc2)nc1-c1cccnc1	i	2%	-1.0%	5%	0.5%	i	1%	-5%	i	-1%	-7%
38	COc1ccc(OC)c(NC(=O)CCCN2C(=O)C3C4C=CC(C4)C3C2=O)c1 (stereo not drawn)	i	0%	-2.1%	-5%	-1.9%	i	3%	-1%	?	3%	-7%
39	CC(c1ccccc1)n1cc(C(=O)NCC2COc3ccccc3O2)nn1 (stereo not drawn)	i	-6%	0.0%	-5%	1.2%	i	25%	-9%	i	1%	-1%
40	CC1(C)CC2C1CCC1(C)OC2(C)CCC1O (stereo not drawn)	/	/	-1.4%	/	-0.4%	/	/	0%	/	1%	-1%
41	COc1ccc(Cn2c(=O)sc3ccccc32)cc1	i	-2%	0.3%	-4%	2.8%	?	24%	-1%[0.00368 µM]	?	-3%	-10%
42	Nc1nc(-c2cc(-c3cccc4ccccc34)nc(N)n2)cc(-c2cccc3ccccc23)n1	i	0%[9.22 µM]	0.0%[15.4 µM]	0%[9.17 µM]	1.5%[15.4 µM]	i	-9%[11.4 µM]	-4%[11.5 µM]	i	0%[11.5 µM]	/
43	Clc1cccc(NCc2nnc(SCc3ccccc3)o2)c1	i	-2%	0.3%	-3%	1.4%	i	7%	-3%	i	-4%	-22%
44	CCCCOc1ccccc1NC(=O)c1ccco1	/	0%	0.1%	-9%	0.4%	/	16µM*	1%	/	-2%	-9%
45	CC(C)(C)c1ccc(OCC(=O)NCc2ccco2)cc1	i	-1%	-0.5%	2%	-0.9%	i	15%	-2%	?	0%	7%
46	COC(=O)CC1SC(=O)NC1=Nc1ccccc1 (stereo not drawn)	/	0%	-0.8%	-5%	-1.4%	/	-2%	1%	/	-7%	-6%

Screening data (PubChem)

These rows are one share of the data, so the mix of outcomes need not match the whole.
